# CCT chaperon mod – High-Throughput Screening for Modulators of Cytosolic Chaperonin Activity | purified chaperonin ATPase assay, HTRF ADP detection, 30 min | activity change, % (no concentration beside the values), hits read low | hit rate 0.3% among 360,000; in the data active = activity change below about -30%; note: % is set by controls: 0 for no effect and ±100 for the full control effect
#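 ATPase activity: ADP formed was measured by HTRF Transcreener (665/615 nm ratio) after 30 min at 37 deg C with 10 uM ATP. Compounds screened at one 76 uM concentration against 40 or 20 nM TRiC in Tris pH 7.4/KCl/MgCl2/DTT buffer.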
# WRN helicase inh – qHTS for Inhibitors of WRN Helicase | WRN helicase unwinding, fluorescent forked duplex, kinetic | hit rate 0.46% among 360,000 | Potency, µM (highest dose often 114 µM), inactives show at the top dose activity change, negative = inhibition, usual class: inhibitors | Bifunctional 3'-5' exonuclease/ATP-dependent helicase WRN (Homo sapiens), Q14191 | AID 651768, 2012; note: potency is the fitted concentration of half-maximal effect; % is set by controls: 0 for no effect and ±100 for the full control effect; nearly all actives have a fitted effect of over 55% in size
#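 Kinetic red-fluorescence monitoring (525/598 nm) tracks WRN helicase activity after 100 nM fluorophore-quencher forked duplex and 2 mM ATP are added to 20 nM enzyme pretreated 15 min at room temperature with compound.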
# IL2 activator – qHTS of IL-2 Activators | IL-2 activation reporter assay, cell-based qHTS; stimulated with anti-CD3/CD4/CD28 beads; in transgenic mouse T cells | activation, % (series mostly up to about 46 µM) | hit rate 0.065% among 360,000; in the data active = activation above about 50%; inconclusive = mostly about 30% to 49%; note: 0% is about no effect
#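 Using fluorescent plate cytometry, EGFP and DsRed are detected in transgenic mouse T cells stimulated 18 h at 37 degrees C with antibody-coated beads after 60 min compound pretreatment.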
# PLK1 PBD inh – qHTS for Inhibitors of PLK1-PDB (polo-like kinase 1 - polo-box domain): Primary Screen | Serine/threonine-protein kinase PLK1 (Homo sapiens), P53350 | Plk1 PBD binding of FITC phosphopeptide, fluorescence polarization | Potency, µM, inactives show max response, negative = inhibition, actives largely listed as inhibitors | hit rate 2.8% among 360,000 | AID 720504, 2013; note: potency is the fitted concentration of half-maximal effect; series mostly up to about 57 µM; % is set by controls: 0 for no effect and ±100 for the full control effect; nearly all actives have a fitted effect of over 65% in size
# PI5P4K alpha inh – qHTS for Inhibitors of phosphatidylinositol 5-phosphate 4-kinase (PI5P4K); hit rate 1.2% among 330,000; Phosphatidylinositol 5-phosphate 4-kinase type-2 alpha (Homo sapiens), P48426; max response, %; PI5P4Kalpha enzyme, ADP-Glo luminescence, 60 min; stronger effect = lower value; active = max response of -50% or lower; inconclusive = between -30% and -50%; inactive = -30% or higher; note: value at the top dose of about 77 µM; % is set by controls: 0 for no effect and ±100 for the full control effect
#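 Quantitative HTS of the MLSMR library against PI5P4Kalpha with substrate. ATP added last at 5 microM final; room temperature, 60 minutes. Remaining ATP depleted, ADP converted and read as luminescence.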
# EPAC1 ag – qHTS for Agonist of cAMP-regulated guanine nucleotide exchange factor 3 (EPAC1): primary screen. hit rate 0.073% among 360,000. Potency, µM (top dose mostly 154 µM), for inactives: top-dose activation, hits mostly activators. AID 720707, 2013. Rap guanine nucleotide exchange factor 3 (Homo sapiens), O95398. EPAC1 agonist qHTS, biochemical assay; response scale: 100% = response to 6.5 mM cAMP; note: potency is the fitted concentration of half-maximal effect; nearly all actives have a fitted effect of over 60% in size
#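 Nucleotide exchange assay: 100 nM EPAC1 with 250 nM Rap1B loaded with BODIPY-GDP and 50 uM GDP, room temperature. Fluorescence (480/540 nm) read every 5 min for 30 min; signal change normalized to 6.5 mM cAMP as full agonist.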
# EPAC1 antag – qHTS for Antagonist of cAMP-regulated guanine nucleotide exchange factor 3 (EPAC1): primary screen. EPAC1 GEF assay, Rap1b-BODIPY-GDP exchange fluorescence. Potency, µM (highest dose often 115 µM), for the others: top-dose activity change, negative = inhibition, actives largely listed as inhibitors. hit rate 0.14% among 360,000. AID 720709, 2013;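 note: potency is the fitted concentration of half-maximal effect; plate controls were vehicle for no effect and positive control for full effect; nearly all actives have a fitted effect of over 50% in size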
# EPAC2 agonist – qHTS for Agonist of cAMP-regulated guanine nucleotide exchange factor 4 (EPAC2): primary screen | EPAC2 activation, biochemical qHTS; response scale: 100% = 6.5 mM cAMP response | hit rate 0.079% among 360,000 | Rap guanine nucleotide exchange factor 4 (Homo sapiens), Q8WZA2 | Potency, µM (doses to about 154 µM), inactives show at the top dose activation, usual class: activators; note: potency is the fitted concentration of half-maximal effect; nearly all actives have a fitted effect of over 50% in size
# Target sequence (Q8WZA2 whole entry, looked up): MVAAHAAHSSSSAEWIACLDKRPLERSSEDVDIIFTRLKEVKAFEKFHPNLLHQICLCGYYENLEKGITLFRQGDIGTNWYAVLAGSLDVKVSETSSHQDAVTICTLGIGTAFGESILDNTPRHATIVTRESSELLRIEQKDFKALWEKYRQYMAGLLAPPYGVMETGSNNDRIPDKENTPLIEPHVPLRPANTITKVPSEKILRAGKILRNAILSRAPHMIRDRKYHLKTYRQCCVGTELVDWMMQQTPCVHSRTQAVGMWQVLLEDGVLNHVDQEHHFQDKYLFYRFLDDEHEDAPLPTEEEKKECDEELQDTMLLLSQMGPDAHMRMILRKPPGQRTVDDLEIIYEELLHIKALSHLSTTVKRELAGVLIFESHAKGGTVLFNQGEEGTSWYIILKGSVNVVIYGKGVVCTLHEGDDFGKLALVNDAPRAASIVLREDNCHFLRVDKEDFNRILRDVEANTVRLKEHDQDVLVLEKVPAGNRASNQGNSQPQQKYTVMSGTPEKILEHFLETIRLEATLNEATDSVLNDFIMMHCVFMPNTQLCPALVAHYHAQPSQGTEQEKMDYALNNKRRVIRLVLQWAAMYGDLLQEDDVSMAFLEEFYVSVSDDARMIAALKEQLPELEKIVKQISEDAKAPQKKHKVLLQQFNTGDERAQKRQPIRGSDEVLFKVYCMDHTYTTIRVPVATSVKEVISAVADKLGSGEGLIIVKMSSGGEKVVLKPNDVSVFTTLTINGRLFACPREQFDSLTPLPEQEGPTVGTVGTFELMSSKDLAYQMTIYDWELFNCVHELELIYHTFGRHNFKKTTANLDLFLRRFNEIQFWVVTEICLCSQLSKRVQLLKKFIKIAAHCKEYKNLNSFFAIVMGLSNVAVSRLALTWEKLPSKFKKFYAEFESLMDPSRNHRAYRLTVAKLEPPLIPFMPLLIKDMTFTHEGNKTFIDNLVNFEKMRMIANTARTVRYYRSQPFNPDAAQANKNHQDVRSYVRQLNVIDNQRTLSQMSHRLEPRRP
#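 EPAC2 (100 nM) mixed with Rap1B loaded with BODIPY-GDP (250 nM) plus 50 uM unlabeled GDP; compounds pinned in, 5 min RT, then read every 5 min for 30 min (ex 480, em 540 nm). Normalized to cAMP control.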
# Starred values were filed as active, the others as inactive; ? = inconclusive; · = not tested or not shown; [ ] = dose if it differs, or a comment. Unless noted, calls come from the whole dose curve; as a rule, active = well fitted curve in the direction sought with a large enough effect; inconclusive = small, poorly fitted or top-dose-only effect, or another doubt; inactive = no such curve, though single readings can be large; an effect the other way counts as inactive or inconclusive.
# Values run as follows: CCT chaperon mod, WRN helicase inh, IL2 activator, PLK1 PBD inh, PI5P4K alpha inh, EPAC1 ag, EPAC1 antag, EPAC2 agonist
> O=C1COc2ccc(C(=O)COC(=O)Cc3ccc(F)cc3)cc2N1
 : 1.7, 3%, 0.0, -2%, -9, 12%, -9%, 9%
> Nc1ncc(Br)cc1S(=O)(=O)Nc1cc(C(F)(F)F)cc(C(F)(F)F)c1
 : -4.8, ?, -4.3, 30µM*, 23, -23%, ?, -13%
> O=C(Nc1ccccc1C(=O)N1CCCCC1)c1cc(F)c(F)cc1Cl
 : -0.8, ?, -3.2, -15%, 1, 11%, -8%, 7%
> CCOC(=O)Cc1csc(NC(=O)CSc2nnc(-c3ccncc3)n2Cc2ccco2)n1
 : 0.6, -7%, -2.3, 1%, 0, 0%, 8%, 6%
> COc1cccc(C(C)(O)c2nc(-c3ccc4c(c3)OCO4)cs2)c1 (stereo unspecified)
 : -2.2, -11%, -0.6, -3%, 0, 0%, -11%, 19%
> O=C1Nc2ccccc2N(O)N1c1cc(-c2ccccc2)[nH]n1
 : -0.1, 5%, 0.3, 4%, -2, -4%, -5%, 4%
> Cc1nn(Cc2ccccc2Cl)c(C)c1N
 : -0.6, -4%, -0.4, -4%, -6, 2%, -1%, 11%
> CCOc1ccc(-c2nnn(CC#N)n2)cc1OC
 : 2.7, -3%, -0.1, -20%, -4, 0%, 5%, 5%
> COc1ccc(-n2c(C)cc(/C=C/c3nc(O)c([N+](=O)[O-])c(=O)[nH]3)c2C)cc1
 : -1.0, -16%[57.1 µM], 0.6, -20%, -52*, 3%, -15%, -9%
> CCN(CC)C(=O)CSc1ccccc1N
 : -0.8, 0%, 0.2, ?, -3, -2%, 11%, -75%[15.6 µM]
> Cc1cccc(C(=O)N(Cc2ccco2)c2c(N)n(Cc3ccccc3)c(=O)[nH]c2=O)c1
 : -2.2, 1%, 0.1, 0%, -1, 15%, 15%, -7%
> O=C(C=Cc1ccc2c(c1)OCO2)OCC=Cc1ccc2c(c1)OCO2
 : -2.6, 8%, 0.8, -8%, 3, 1%, -9%, 1%
> CCOC(=O)c1sc(NC(=O)c2ccc(C)o2)nc1C
 : 0.5, -3%, -0.7, -11%, ·, 8%, -3%, 8%
> O=C(Nc1ccc2c(c1)OCCO2)c1cnn(-c2ccccc2)n1
 : -3.6, -2%, 1.4, -6%, -3, 13%, -18%, 29%
> CC(C)Oc1cccc(C(=O)NC(=S)Nc2ccccc2)c1
 : 1.1, -8%, -0.8, -3%, 9, 19%, -5%, 2%
> COc1cc(C#Cc2c(-c3cncn3C)n(C)c3ccc(-c4ccc5[nH]ccc5c4)cc23)cc(OC)c1
 : -1.3, -4%, 0.5, 0%, -6, -5%, 10%, 2%
> Cc1ccc(C(=O)N/C(=C/C=C/c2ccccc2)C(=O)NCc2ccco2)cc1
 : -1.1, -11%, 0.5, -11%, 6, 9%, -12%, 2%
> CC(=O)c1cc(-c2ccc(F)cc2)n(CCC(=O)NC(C)(C)C)c1C
 : 0.2, 0%, -0.4, -3%, 2, 6%, 8%, 7%
> CCOC(=O)c1cn2nc(Oc3cccc(F)c3)ccc2n1
 : -2.7, -10%, 0.3, -5%, 1, 3%, 2%, 9%
> CCN(C(=O)CSc1nnc(C2CC2)n1-c1ccccc1)C1CCS(=O)(=O)C1 (stereo unspecified)
 : 1.7, -2%, 0.8, -4%, -1, 3%, -15%, 9%
> O=c1c2ccccc2nc(SCc2nnc(-c3ccccc3)o2)n1-c1ccc(F)cc1F
 : 1.1, -16%, 0.3, 1%, 10, 19%, -16%, 14%
> COc1ccccc1CCN=C(N)NS(=O)(=O)c1ccc(C)cc1
 : -4.3, -1%, -0.5, -5%, 1, 10%, 2%, 15%
> COc1ccc(-n2c3c(cc(C(=O)NCC(=O)c4ccccc4)c2=O)C(=O)CC(C)(C)C3)cc1
 : -1.6, -22%, 2.3, -14%, 3, -28%, 1%, 9%
> CCOC(=O)[C@]12CCCC=C1N(Cc1cccc3ccccc13)C(=O)[C@H](CC(=O)N1CCC(c3ccccc3)CC1)C2
 : 1.2, -2%, 0.0, -1%, 15, -10%, -8%, 0%
> Cc1ccc(NC(=O)c2ccc3c(c2)C(=O)N(Cc2cccnc2)C3=O)c(C)c1
 : -4.3, -6%, -0.4, -11%, -5, 4%, 1%, 7%
> O=C(NC1CCCC1)C1CCN(C(=O)c2ccc(-c3ccccc3)cc2)CC1
 : -2.7, -7%, -0.7, -10%, -7, 7%, -4%, 9%
> N#CC1=C2C=Cc3ccccc3N2CCCC1=O
 : -5.1, 1%, -0.4, -9%, 1, 2%, -19%, 8%
> O=C(COC(=O)c1ccccc1Br)NCC1CCCCC1
 : 1.1, -23%, -0.2, 4%, -7, 3%, -2%, -9%
> COc1cc(CC(=O)OCC(=O)Nc2cc([N+](=O)[O-])ccc2Cl)cc(OC)c1OC
 : 0.8, -1%, -0.6, 0%, 2, 7%, -6%, -4%
> Cc1ccc(SCC(=O)Nc2ccc(S(=O)(=O)Nc3ncccn3)cc2)cc1
 : -3.9, -10%, -0.3, -20%, -5, 4%, ?, 11%
> Cc1ccc(Cn2cnc3ccccc32)cc1
 : -0.8, -10%, -0.8, -1%, ·, 8%, 4%, 1%
> Cc1ccc2c(c1)c1c3n2CCN(C(=O)Cn2c(-c4ccccc4)noc2=O)C3CCC1 (stereo unspecified)
 : -0.9, -8%, -0.1, -3%, ·, 3%, 0%, 4%
> COc1ccccc1OCC(=O)NN1Cc2ccccc2C1=N
 : 1.6, -10%, 0.5, -1%, 0, 0%, 4%, 7%
> CCN1C(=O)[C@H]2[C@@H](c3ccc(OC)cc3)N[C@]3(CCCN(CCC(C)C)C3=O)[C@H]2C1=O
 : -2.3, 2%, -4.1, -7%, -9, -9%, 27%, -3%
> O=C(O)CCC(=O)NNc1nc2ccccc2nc1-c1ccccc1
 : -0.6, -15%, -1.2, -6%, -1, 3%, -8%, 6%
> O=C(Cn1nnc(-c2ccccc2NC(=O)c2ccco2)n1)NC1CCCCC1
 : 1.5, -4%, -1.7, 2%, ·, -7%, 4%, -22%
> Cn1c(=O)c2c(ncn2CC(=O)N2CCN(C(=O)c3ccco3)CC2)n(C)c1=O
 : -1.7, -2%, -0.1, -3%, 2, -3%, 0%, -10%
> Oc1ccc2ccccc2c1CN1CC2CCC(CC2)C1
 : -3.8, 11%, -0.6, -17%, -4, 12%, 8%, 10%
> COc1ccc(CC(=O)N2N=C(C)CC2(O)c2cccnc2)cc1OC (stereo unspecified)
 : -1.6, -1%, -0.7, -6%, -5, -5%, -11%, 1%
> CC(C)COP(=O)(c1ccc(N(C)C)cc1)C(O)c1ccccc1F (stereo unspecified)
 : 0.6, 5%, -0.4, -6%, 2, -7%, 5%, -4%
> CCOc1ccc(NS(=O)(=O)c2ccc(C(=O)N3CCCC(C)C3)cc2)cc1 (stereo unspecified)
 : -0.8, 7%, -3.5, -4%, -6, 0%, -29%, 0%
> Cc1cc(O)ccc1-c1cnc2ccccc2n1
 : -4.8, -10%, -1.0, -6%, ·, 2%, 5%, 14%
> O=C(c1ccccc1)C1CCN(c2ncccc2[N+](=O)[O-])CC1
 : -0.8, -6%, -2.2, -1%, 2, 3%, -23%, 14%
> Cc1ccc(S(=O)(=O)NC(=O)NCCc2ccccc2)cc1
 : -0.2, 2%, -0.4, -12%, 2, 5%, -12%, 8%
> Cc1ccccc1C1=N/C(=C/c2cccs2)C(=O)O1
 : -1.9, 6%, 1.3, -13%, 4, -13%, 5%, 6%
> COc1ccccc1NC(=O)C(=N\O)/C(C)=N/O
 : 0.6, -36%, -0.5, 3%, -25, 3%, 2%, -1%
> CCCCNC(=O)N1CCN(C(c2ccccc2)c2ccccc2)CC1
 : 1.9, 9%, -4.4, 2%, -2, 0%, 3%, 8%
> Cc1cccc(OCC(=O)Nc2ccc(CN3CCOCC3)cc2)c1C
 : 0.2, -10%, 3.4, -2%, 7, 6%, 2%, 1%
> O=C(NCC1CCCO1)c1cc(S(=O)(=O)N2CCCCC2)ccc1Cl (stereo unspecified)
 : -0.4, -8%, 1.2, -2%, -4, -8%, -13%, -3%
> CCOc1ccc(NC(=O)CN(C)C(=O)CN2C(=O)C3CCCCC3C2=O)cc1OCC (stereo unspecified)
 : 0.5, 8%, -0.6, 1%, 0, -6%, -1%, 3%
> COCCNc1nc2cc(-c3cccc(C(F)(F)F)c3)sc2c(=O)n1C
 : -2.0, -5%, -0.1, -9%, 4, 1%, 2%, 11%
> CC(C)CN(C(=O)CCNC(=O)c1ccc([N+](=O)[O-])cc1)C1CCS(=O)(=O)C1 (stereo unspecified)
 : -1.4, 0%, -0.4, -8%, 3, 5%, -26%, 5%
> CC(=O)Oc1cccc(N2C(=O)c3ccc(C(=O)Nc4c[nH]c(=O)[nH]c4=O)cc3C2=O)c1
 : 0.3, -1%, -3.8, 1%, 0, 2%, -17%, -6%
> O=C(NNC(=O)c1ccncc1)Nc1cc(Cl)ccc1Cl
 : -2.5, 4%, -0.2, 0%, -4, -6%, -2%, 7%
> COc1ccc(C(C)NC(=O)CCc2ccccc2)cc1 (stereo unspecified)
 : 0.3, 6%, -0.7, 0%, 10, -5%, -27%, 1%
> c1ccc2c(c1)ncn2Cc1nnc2sc(-c3ccncc3)nn12
 : -0.4, -5%, 0.6, 12µM*, ·, -15%, 1%, 4%
> Cc1cccc(S(=O)(=O)NCCC(=O)OCC(=O)Nc2ccc(C#N)cc2)c1
 : -1.6, -16%, -1.3, -15%, 13, 1%, 14%, -2%
> COc1ccc(NC(=O)c2oc3ccc(S(=O)(=O)N4CCOCC4)cc3c2C)c(OC)c1
 : -5.3, 4%, -0.6, -19%, -5, 13%, -12%, -2%
> COc1ccc(-c2nc[nH]c2[N+](=O)[O-])cc1
 : 0.5, -5%, -3.0, -1%, 1, 2%, -29%, -1%
> CCCCN(C(=O)c1ccc2c(c1)OCO2)c1c(N)n(CCCC)c(=O)[nH]c1=O
 : 2.5, 5%, 1.0, 1%, 4, 10%, -13%, 4%

# The list is partial (hit frequency here may not be typical).
